# EBI2 antag = blocks human EBI2 receptor beta-arrestin signaling; EBI2 beta-arrestin recruitment, luminescence, 7a,25-OHC stimulated; 0.81% of 360,000 active; inhibition, % at 5 µM; AID 651636; P32249; in the data active = inhibition above about 38%;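 also: enzyme fragment complementation signal reports receptor beta-arrestin coupling in cells; 0% = agonist plus DMSO wells and 100% = wells without agonist; some results beyond the cut were filed as inactive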
# Target sequence (P32249 whole entry, looked up, the tested form may be a part): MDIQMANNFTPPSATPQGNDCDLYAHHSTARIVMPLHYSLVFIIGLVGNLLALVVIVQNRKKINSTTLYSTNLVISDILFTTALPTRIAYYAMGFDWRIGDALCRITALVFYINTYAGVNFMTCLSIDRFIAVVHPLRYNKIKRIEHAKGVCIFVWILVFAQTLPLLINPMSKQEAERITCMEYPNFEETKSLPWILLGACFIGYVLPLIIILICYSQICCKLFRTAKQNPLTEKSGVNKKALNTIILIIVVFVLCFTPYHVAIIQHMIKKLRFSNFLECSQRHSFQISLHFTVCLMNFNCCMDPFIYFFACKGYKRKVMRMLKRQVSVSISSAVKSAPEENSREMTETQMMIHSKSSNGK
# CXCR6 inh = blocks human CXCR6 beta-arrestin recruitment | inhibition, % at 20 µM | O00574 | AID 602244 | 0.36% of 360,000 active | CHO-K1 PathHunter CXCR6 beta-arrestin, luminescence; in the data active = inhibition above about 34%, passing the limit was not always enough;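 also: antagonist mode with CXCL16 agonist at 10 nM final; 0% = 10 nM CXCL16 with DMSO and 100% = unstimulated wells without agonist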
# Target sequence (O00574 whole entry, looked up): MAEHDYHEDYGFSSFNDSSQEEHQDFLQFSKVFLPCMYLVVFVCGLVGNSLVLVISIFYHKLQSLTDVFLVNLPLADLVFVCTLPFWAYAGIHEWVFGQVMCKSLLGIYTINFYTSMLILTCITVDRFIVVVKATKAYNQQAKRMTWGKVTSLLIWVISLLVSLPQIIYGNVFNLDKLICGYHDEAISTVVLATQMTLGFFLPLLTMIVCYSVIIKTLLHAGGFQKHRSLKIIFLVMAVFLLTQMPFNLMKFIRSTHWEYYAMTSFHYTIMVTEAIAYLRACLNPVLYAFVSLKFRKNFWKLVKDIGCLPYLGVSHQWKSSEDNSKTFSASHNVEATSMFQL
# APJ antag = APJ receptor antagonism; AID 2521; P35414; CHO-K1 APJ beta-arrestin complementation, luminescence; inhibition, % at 20 µM; 0.32% of 330,000 active;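 active = inhibition above about 40% at 20 µM, limit read from the data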;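 also: cells challenged with 10 nM apelin-13 agonist together with compound; plate controls were apelin-13 plus DMSO wells for no effect and DMSO wells lacking apelin-13 for full effect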
# 697 NFkB inh = inhibitors of the PMA/ionomycin-induced NF-kB reporter in 697 B cells; 0.33% of 330,000 active; inhibition, % at 4 µM; AID 435022; 697 B-cell NF-kB luciferase reporter, 16 h; in the data active = inhibition above about 35%
# Jurkat NFkB inh = lowers PMA/ionomycin-induced NF-kB signal in Jurkat cells | inhibition, % at 4 µM | 0.53% of 330,000 active | AID 435003 | PMA/ionomycin-induced NF-kB luciferase reporter, luminescence; in the data active = inhibition above about 50%
# UBC13 polyUb = inhibitors of human UBC13 polyubiquitin chain formation; P61088; TR-FRET; inhibition, % at 20 µM; 0.47% of 330,000 active; AID 485273; in the data active = inhibition above about 45%, passing the limit was not always enough
# Target sequence (P61088 whole entry, looked up): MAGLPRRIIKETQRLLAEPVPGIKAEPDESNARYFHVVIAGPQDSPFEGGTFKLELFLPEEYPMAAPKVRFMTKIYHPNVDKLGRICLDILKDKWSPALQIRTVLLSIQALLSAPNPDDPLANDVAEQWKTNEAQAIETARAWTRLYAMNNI
# Gli-Sufu block = Gli-Sufu pathway antagonism. Sufu-KO-LIGHT fibroblasts, Gli luciferase reporter luminescence. inhibition, % at 5 µM. 0.74% of 340,000 active. AID 588413;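 active = inhibition above about 55%, limit read from the data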;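 also: 0% = DMSO-treated cells and 100% = wells with medium but no cells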
# CCR6 antag = blocks CCL20-driven beta-arrestin recruitment at human CCR6. P51684. CHO-K1 CCR6 PathHunter beta-arrestin, luminescence, CCL20-stimulated. inhibition, % at 20 µM. 0.49% of 340,000 active. AID 493098;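 active = compounds whose inhibition of the agonist-driven luminescence signal at 20 µM reaches about 50%, limit read from the data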;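 also: cells stimulated with CCL20 at 14 nM final; plate controls were DMSO with CCL20 for no effect and DMSO without agonist for full effect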
# Numbers without * were called inactive; . = not tested or not shown. Hits appear at their usual frequency. Share with any hit: about 3%.
SMILES,EBI2 antag,CXCR6 inh,APJ antag,697 NFkB inh,Jurkat NFkB inh,UBC13 polyUb,Gli-Sufu block,CCR6 antag
CC(C)(C)c1ccc(SCCc2ccncc2)cc1,-3,-13,11,-55,1,-2,23,3
CC(C)CNC(=O)c1cccc(NC(=O)CCc2ccccc2)c1,-2,-3,17,22,-15,-4,-7,-1
O=S(=O)(NCc1ccccc1)NCc1ccccc1F,-5,1,3,-7,3,4,1,4
C=CCOc1ccc(C(=O)Nc2ncn[nH]2)cc1,-3,3,0,1,1,3,-13,2
N#Cc1c(N)nc2c(c1-c1ccco1)CCCCC2,-2,-2,-17,-8,1,23,98*,-12
CCOC(=O)C1=C(C)NC2=C(C(=O)c3ccccc32)C1c1cccc2ccccc12 (stereo unspecified),38,30,4,9,0,-42,-7,35
CCC1(c2ccccc2)NC(=O)N(CC(=O)Nc2cccc(S(=O)(=O)N3CCCC3)c2)C1=O (stereo unspecified),7,0,-2,15,0,5,6,9
CCN(CC)CCCNc1nc(CN2CCOCC2)nc2sc3c(c12)CCC3,-4,-2,5,7,-1,-1,.,4
Cc1cccc(NC(=O)CNC(=O)C(NC(=O)Cc2ccccc2)C(C)C)c1C (stereo unspecified),1,4,3,16,-12,0,-1,-5
CN(Cc1ccccc1)C(=O)c1ccc(NC(=O)Cc2ccc(NC(=O)C3CCCN(C(=O)c4ccccc4)C3)cc2)cc1 (stereo unspecified),-17,-2,.,.,.,.,2,4

# Next section, starting with the last 2 of the part before.
SMILES,EBI2 antag,CXCR6 inh,APJ antag,697 NFkB inh,Jurkat NFkB inh,UBC13 polyUb,Gli-Sufu block,CCR6 antag
Cc1cccc(NC(=O)CNC(=O)C(NC(=O)Cc2ccccc2)C(C)C)c1C (stereo unspecified),1,4,3,16,-12,0,-1,-5
CN(Cc1ccccc1)C(=O)c1ccc(NC(=O)Cc2ccc(NC(=O)C3CCCN(C(=O)c4ccccc4)C3)cc2)cc1 (stereo unspecified),-17,-2,.,.,.,.,2,4
CN(Cc1ccccc1)C(=O)c1cccc(NC(=O)Cc2ccc(NC(=O)C3CCCN(C(=O)C4CCCC4)C3)cc2)c1 (stereo unspecified),2,3,.,.,.,.,-1,-2
Fc1cccc(Cl)c1-c1nnc2ccc3ccccc3n12,-6,14,18,-80,-12,3,4,39
O=C(NCCc1nc2ccccc2[nH]1)c1ccc(Cl)c([N+](=O)[O-])c1,7,4,-8,20,14,0,5,15
O=C(N=c1ccn(-c2nc3ccccc3nc2NS(=O)(=O)c2ccc(Cl)cc2)cc1)c1ccccc1Cl,.,.,19,11,1,-2,.,.
COc1ccc(NCc2nc3ccccc3n2CCOc2ccccc2)cc1,-4,3,-18,-32,-20,-29,1,15
c1ccc(-c2[nH]ncc2CN2CCN(Cc3ccc4c(c3)OCO4)CC2)cc1,-2,-3,-3,-2,-21,9,-11,-1
O=C(OC1CCOC1=O)c1cc(-c2ccc(Br)cc2)nc2ccccc12 (stereo unspecified),7,4,5,19,-1,16,3,15
CSc1n[nH]c(NCc2ccc(Cl)cc2)n1,-5,-2,7,4,12,4,-11,7
CN1CCN(Cc2c(O)c(Cl)cc3c(-c4ccccc4)cc(=O)oc23)CC1,1,2,7,5,1,10,-1,5
O=C(NCCc1ccccc1)C(=O)NCC1OCCN1S(=O)(=O)c1ccc(Br)cc1 (stereo unspecified),-9,-11,-5,-14,14,-4,14,7
Cc1ccc(/C=N/NC(=O)C2CCN(Cc3ccc(F)cc3Cl)CC2)o1,6,0,-4,-14,-5,3,0,6
N#C/C(C(=O)NCc1ccccc1)=C1/N=C(NC(=O)c2cccs2)c2ccccc21,-4,0,-7,-6,-8,2,3,8
O=C(N1CCOCC1)C1(c2ccc(Cl)cc2)CCCC1,1,14,-3,0,-6,4,8,2
COC(=O)c1c(-c2ccc(F)cc2)noc1N,-11,6,3,3,9,-7,28,-9
CCOC(=O)c1ccc(NC(=O)c2c(NC(=O)CCC(=O)O)sc3c2CCCCC3)cc1,3,6,17,-5,11,-3,-24,-8
CN(C)CCC(=O)c1ccc(Cl)cc1,-5,-12,-1,-4,-7,2,0,13
O=C(NC(=S)N1CCN(Cc2ccccc2)CC1)c1ccccc1,-6,1,-21,19,-4,3,-2,7
CC1CCC(C(C)C)C(OC(=O)CSc2nccc(=O)[nH]2)C1 (stereo unspecified),4,-2,0,-25,-16,-6,11,-22
Cc1ccc(CC(=O)O/N=C(\N)c2ccccn2)cc1,1,-12,7,-87,-106,2,-76,-11
CCN(CC)C(=O)CC(c1ccc(OC)cc1)c1c(O)cc(OC)cc1OC (stereo unspecified),-3,4,15,20,5,3,-4,13
CCn1cc(C(=O)Nc2ccc(C)cc2C)c(=O)c2ccc(C)nc21,.,.,-7,17,6,5,.,.
C=CCOC(=O)C1=C[C@H](c2ccc(Br)cc2)C[C@H](OCc2ccc(CO)cc2)O1,10,9,0,21,-10,1,-1,19
Cn1c(N)c(C(=O)c2ccc(Cl)cc2)c(=O)n(C)c1=O,8,-5,-4,-4,2,-8,7,-3
CC(=O)Nc1ccc(C(=O)COC(=O)c2cc(C)oc2C)c(F)c1,-8,9,-4,1,-87,12,-5,8
O=C(COC(=O)c1ccc[n+]([O-])c1)Nc1ccc(Cl)cc1[N+](=O)[O-],-14,-11,3,11,4,-8,-4,3
COC(=O)c1ccc(C(=O)OC)c(NC(=S)N2CCCCC2)c1,-9,0,2,11,1,6,5,-1
CCN(CC)S(=O)(=O)c1ccc(Cl)c(C(=O)Nc2nnc(C)s2)c1,-5,-1,-2,13,11,3,3,4
COc1ccccc1OC(C)C(=O)N1CCN(Cc2ccc3c(c2)OCO3)CC1 (stereo unspecified),-3,5,9,5,4,5,7,1
Brc1cccc(CNc2nc3ccccc3n2CCN2CCOCC2)c1,8,6,0,-34,7,-6,20,-2
CCOc1ccc(C(=O)N2CCN(c3cnn(-c4ccccc4)c(=O)c3Cl)CC2)cc1,16,1,5,9,6,-4,-11,-10
CS(=O)(=O)N(CC(=O)NCCSC1CCCCC1)c1cccc(F)c1,-10,2,-6,-16,5,-11,-6,10
CCOc1cc2[nH]c(=O)n(CCCN3CCN(c4ccc(OC)cc4)CC3)c(=O)c2cc1OCC,4,7,9,3,7,1,6,-20
COc1cc(OC)cc(-c2c(-c3cccs3)c3cc(-c4ccc(C(N)=O)cc4)ccc3n2C)c1,34,8,0,0,16,26,15,2
FC(F)(F)c1cccc(N2CCN(Cc3ccoc3)CC2)c1,-5,-2,7,9,9,2,1,13
CCOC(=O)c1ccc(NC(=O)CCc2nc(-c3ccc(C)cc3)no2)cc1,9,-4,2,0,10,3,-7,1
Cc1cc(C)c(NC(=O)COC(=O)C23CC4CC(CC(O)(C4)C2)C3)c(Cl)c1,4,-5,0,5,-7,1,9,9
Cc1ccc(C2C(C#N)=C(N)Oc3c2oc(CO)cc3=O)o1 (stereo unspecified),-4,-4,-6,0,-2,-42,-7,-2
CC(=O)c1c(C(C)=O)c(C)n(-c2nc(-c3ccc(C)c(C)c3)c(C)s2)c1C,0,1,-6,-56,-14,-1,10,-1
O=C(OCc1cc2ccccc2[nH]c1=O)c1ccccc1,-4,-6,15,17,2,8,-3,15
C/C(=N\N1CCN(C2c3ccccc3-c3ccccc32)CC1)c1ccncc1,21,7,6,-15,3,5,-1,1
Cc1cc(C)nc(NCc2ccc(Cl)cc2)n1,4,5,15,9,-2,-3,15,11
CCOc1ccc(NC(=O)c2ccc(CNc3c(NC4CCCCC4)c(=O)c3=O)cc2)cc1,-3,-2,20,12,6,-23,.,8
CN(C)c1ncc(S(=O)(=O)c2ccccc2)c(=O)[nH]1,-1,2,10,6,-4,-2,-4,-4
O=c1ccc(NS(=O)(=O)c2ccc(Cl)cc2)cn1Cc1ccc(Cl)c(Cl)c1,4,9,8,-9,9,-1,3,11
Nc1nc2ccc(O)cc2s1,-6,0,-9,18,-10,-7,18,7
CCOC(=O)C1C(=O)OC(C)(C)C1C(C)C(=O)c1ccc(OC)cc1 (stereo unspecified),-4,-5,12,12,-4,2,-1,-4
O=C(NCc1ccc2c(c1)OCO2)C(=O)NCC1OCCN1S(=O)(=O)c1ccc(F)cc1 (stereo unspecified),3,6,4,10,-7,3,-11,1
COCCn1nnnc1C(C(C)C)N1CCOCC1 (stereo unspecified),-7,6,-17,-16,-23,-8,-6,-3
CC(C)[C@H](NC(=O)[C@H](CC(=O)O)NC(=O)[C@H](CCCCN)NC(=O)[C@@H](N)CCCN=C(N)N)C(=O)N[C@@H](Cc1ccc(O)cc1)C(=O)O,.,.,4,10,12,5,.,.
Cc1ccc(CNC(=O)C2CC(c3ccccc3[N+](=O)[O-])=NO2)o1 (stereo unspecified),1,-10,-11,10,5,-5,-2,1

# (next part)
SMILES,EBI2 antag,CXCR6 inh,APJ antag,697 NFkB inh,Jurkat NFkB inh,UBC13 polyUb,Gli-Sufu block,CCR6 antag
Cc1nn(CC(=O)NCCc2cccs2)c(=O)c2nn(-c3ccccc3)c(C)c12,1,0,18,-14,-9,-4,-33,8
Cc1ccc(NC(=O)Nc2cc(S(=O)(=O)N(C)C)ccc2C)cc1,2,-4,9,8,-6,10,-17,13
O=C(NCCCN1CCOCC1)c1cc2cc(Br)ccc2oc1=O,2,-1,-4,-6,-6,-4,-2,0
Cc1cc(=O)oc2c(C)c(OC(C)C(=O)NCC3CCC(C(=O)O)CC3)ccc12 (stereo unspecified),-4,0,-50,22,12,0,3,-2
CCn1cc(C(=O)Nc2ccccc2)c(=O)c2ccc(C)nc21,.,.,2,8,-8,-7,.,.
CC1(C)CC(=O)/C(=C(\O)c2ccccc2)C(=NCCc2ccccc2)C1,-4,-1,6,-33,-14,-14,25,1
Cc1nc(SCC(=O)N2CCOCC2)c2c(=O)n(C)c(=O)n(C)c2n1,-10,5,-6,-12,-11,-11,10,11
CCOC(=O)c1cc2[nH]c3ccccc3c2[n+](-c2ccc([N+](=O)[O-])cc2)c1C,11,1,-7,-7,16,-18,9,7
CCC(=O)c1ccc(OCC(=O)Nc2nn3cnnc3s2)cc1,-10,-16,9,10,-2,-12,-4,-6
COc1cc(-c2[nH]ncc2CN2CCSCC2)cc(OC)c1OC,-12,4,7,25,-5,7,7,6
O=C(COC(=O)C1CCC1)Nc1ncc(Cl)cc1Cl,8,-4,6,4,14,-4,-9,1
CC(C)=CCOc1ccc2ccc(=O)oc2c1,0,-1,4,-9,-11,2,-20,12
COC(=O)c1c(NC(=O)CCC(=O)O)sc(Cc2ccccc2)c1C,7,-3,9,9,-8,-2,11,9
COCCCNC(=S)NC(=O)c1ccc(C)cc1,-1,0,-3,-86,-69,4,-58,4
c1ccc(Oc2ncnc3sccc23)cc1,3,5,-1,-9,-11,-4,-9,8
O=C(NCCOc1ccccc1)c1cccc(S(=O)(=O)NCc2ccccc2)c1,12,1,-1,20,0,-1,12,9
CSc1nc(N(C)C)nc(N2CC(=O)N(CCNS(=O)(=O)c3ccc(C)cc3)C2=N)n1,-5,-8,-1,7,2,6,10,3
O=C(NCCN=C1NS(=O)(=O)c2ccccc21)c1ccncc1,1,6,-15,-21,-1,-9,0,2
O=C(Nc1nnc(SCc2ccc(F)cc2)s1)c1ccc2c(c1)C(=O)N(c1ccccc1Cl)C2=O,11,6,12,-17,-10,-24,29,18
COc1ccc(S(=O)(=O)N(C)c2ccc(C(=O)N3CCC(C(N)=O)CC3)cc2)cc1,1,-6,7,-5,-20,-1,0,-12
Cc1nc(NS(=O)(=O)c2ccccc2)sc1C(=O)N/N=C/c1ccccc1,8,-6,-40,9,-10,-5,4,2
CC(=O)c1cc(CN2CCN(Cc3ccccc3)C(CCO)C2)cs1 (stereo unspecified),1,0,10,-11,6,-8,16,0
O=C(c1ccc(Cl)s1)N1CCN(S(=O)(=O)c2ccc(Cl)cc2)CC1,17,5,2,6,8,9,9,34

# Rewritten with values under each structure: three of the compounds above
# Values run as follows: EBI2 antag	CXCR6 inh	APJ antag	697 NFkB inh	Jurkat NFkB inh	UBC13 polyUb	Gli-Sufu block	CCR6 antag
Cc1nc(NS(=O)(=O)c2ccccc2)sc1C(=O)N/N=C/c1ccccc1
 : 8	-6	-40	9	-10	-5	4	2
CC(=O)c1cc(CN2CCN(Cc3ccccc3)C(CCO)C2)cs1 (stereo unspecified)
 : 1	0	10	-11	6	-8	16	0
O=C(c1ccc(Cl)s1)N1CCN(S(=O)(=O)c2ccc(Cl)cc2)CC1
 : 17	5	2	6	8	9	9	34

# Compound activity: PubChem BioAssay, Sanford-Burnham Center for Chemical Genomics
